Screening results as filed in PubChem.
A350 fluor: qHTS Assay for Spectroscopic Profiling in A350 Spectral Region; Compound autofluorescence, 340/450 nm, Alexa 350 dye-equivalents; hits give high values; 59,000 tested, 11% active; max dye-equivalent concentration, M; AID 590, 2007; in the data active = max dye-equivalent concentration above about 10 nM; inconclusive = mostly about 1.1 nM to 9.6 nM
Caspase-7 inhib: qHTS Assay for Allosteric/Competitive Inhibitors of Caspase-7 | P55210 | recombinant caspase-7, Ac-DEVD-AFC fluorescence rate | Potency, µM (highest dose often 57.5 µM), inactives show at the highest dose activity change, negative = inhibition, hits mostly inhibitors | 75,000 tested, 0.02% active; active = well fitted inhibition curve with a large enough effect in the main read-out, with a control signal flat, not every such curve was filed as active; inconclusive = small, poorly fitted or top-dose-only effect, or a change in a side signal; note: potency is the fitted concentration of half-maximal effect; % of control where 0% means no effect
Casp1 inh: qHTS Assay for Allosteric/Competitive Inhibitors of Caspase-1. Caspase-1 enzyme, Ac-WEHD-AFC fluorogenic rate. Potency, µM (series often up to 57.5 µM), without a hit: top-dose activity change, negative = inhibition, most hits filed as inhibitors. 75,000 tested, 0.03% active;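 note: potency is the fitted concentration of half-maximal effect; plate controls were vehicle for no effect and no substrate for full effect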
Rhodamine autofl: qHTS Assay for Spectroscopic Profiling in Rhodamine Spectral Region; max dye-equivalent concentration, M; 59,000 tested, 0.05% active; Rhodamine-region fluorescence, 547/598 nm, Tris buffer; hits give high values; in the data active = max dye-equivalent concentration above about 11 nM; inconclusive = between about 1.1 nM and that limit
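qHTS spectral profiling of compounds without any target or enzyme present, in pH 8.0 Tris buffer; plates were read after a 15-minute room-temperature incubation using the rhodamine-region filter set.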
Fluorescein fluor: qHTS Assay for Spectroscopic Profiling in Fluorescein Spectral Region; Compound autofluorescence, 480/540 nm, fluorescein-equivalent; hits give high values; max fluorescein-equivalent concentration, M; 59,000 tested, 0.91% active; in the data active = max fluorescein-equivalent concentration above about 10 nM; inconclusive = between about 1.1 nM and that limit
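Spectral profiling of library compounds in the fluorescein window (480 nm excitation, 540 nm emission) after 15 min at room temperature in pH 8.0 Tris (100 mM). Values are dye-equivalent concentrations.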
HEK293 cAMP ctrl: qHTS Assay for Agonists of the Thyroid Stimulating Hormone Receptor: Activators of Intracellular cAMP Concentrations in Parental HEK 293; parental HEK293 CNG cAMP sensor, membrane potential fluorescence; Potency, µM (top dose mostly 57.1 µM), for the others: at the top dose activation, most hits filed as activators; 73,000 tested, 2.5% active; note: potency is the fitted concentration of half-maximal effect; % of control where 0% means no effect; nearly all actives have a fitted effect of over 55% in size
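Parental HEK 293 cells stably expressing a modified CNG channel (no TSHR) report cAMP rise as membrane depolarization. Membrane potential dye with 100 uM RO 20-1724 was loaded for 60 min at room temperature, then compound added for 30 min; fluorescence read at 590 nm.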
USP2a inhib: qHTS Assay for Inhibitors of Ubiquitin-specific Protease USP2a; USP2a enzymatic assay, qHTS inhibition; Ubiquitin carboxyl-terminal hydrolase 2 (Homo sapiens), O75604; 60,000 tested, 0.1% active; Potency, µM (series often up to 38.3 µM), inactives show at the top dose activity change, negative = inhibition, most hits filed as inhibitors;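 note: potency is the fitted concentration of half-maximal effect; nearly all actives have a fitted effect of over 60% in size; plate controls were DMSO for no effect and NEM full inhibition control for full effect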
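20 nM USP2 core + cpd, 30 min RT; add 20 nM Ub-PLA2/20 uM NBD C6-HPC; read Ex460/Em535 at 0 h and 2.5 h. Normalized to NEM; qHTS curve fit/classification.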
BRCT PPI green: qHTS Assay for Inhibitors of BRCT-Phosphoprotein Interaction (Green Fluorophore) | 75,000 tested, 0.05% active | BRCA1 BRCT-phosphopeptide binding, green fluorescence polarization | Potency, µM (top dose mostly 76.9 µM), for the others: at the top dose activity change, negative = inhibition, most hits filed as inhibitors | Breast cancer type 1 susceptibility protein (Homo sapiens), P38398;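 note: potency is the fitted concentration of half-maximal effect; plate controls were peptide without protein for full effect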
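Fluorescence polarization: His-tagged BRCT (~35 kDa BRCA1 C-terminus, 250 nM) bound to 100 nM fluorescein-labeled phosphorylated 10-aa BACH1 peptide, pH 7.3 phosphate buffer with DTT and Tween 20. Compounds incubated 12 min at room temperature; inhibition read as lowered polarization.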
BRCT PPI red: qHTS Assay for Inhibitors of BRCT-Phosphoprotein Interaction (Red Fluorophore). Breast cancer type 1 susceptibility protein (Homo sapiens), P38398. AID 892, 2007. BRCT-phosphopeptide binding, red fluorescence polarization. Potency, µM (doses to about 76.9 µM), for inactives: at the highest dose activity change, negative = inhibition, most hits filed as inhibitors. 75,000 tested, 0.03% active; note: % is set by controls: 0 for no effect and ±100 for the full control effect
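Rhodamine-labelled pBACH1 10-mer (100 nM) bound to BRCT domain (100 nM) at pH 7.3; compounds incubated 12 min room temperature, polarization read. Free peptide defines full inhibition; unlabelled decapeptide titrated as control.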
Texas Red fluor: qHTS Assay for Spectroscopic Profiling in Texas Red Spectral Region. Compound fluorescence, Texas Red channel, 547/618 nm; hits give high values. max dye-equivalent concentration, M. 59,000 tested, 0.06% active; in the data active = max dye-equivalent concentration above about 10 nM; inconclusive = between about 1.1 nM and that limit
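Spectral interference profiling: each compound concentration's relative fluorescence, read with a 547 nm excitation and 618 nm emission filter pair, was normalized to a per-plate Texas Red standard curve.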
4MU fluor: qHTS Assay for Spectroscopic Profiling in 4-MU Spectral Region. compound autofluorescence, 340/450 nm, 4-MU equivalents; hits give high values. 59,000 tested, 11% active. max dye-equivalent concentration, M; in the data active = max dye-equivalent concentration above about 10 nM; inconclusive = mostly about 1.1 nM to 9.6 nM
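Intrinsic fluorescence at 340/450 nm (ex/em) was read after 15 min at room temperature in pH 8.0, 100 mM Tris. Each compound concentration expressed as 4-MU-equivalent concentration from a six-point 4-MU standard series on each plate.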
* hit, by the source's call; i = inactive; u = inconclusive; x = not tested or not shown; [ ] = dose if it differs, or a comment. Unless noted, calls come from the whole dose curve; as a rule, active = well fitted curve in the direction sought with a large enough effect; inconclusive = small, poorly fitted or top-dose-only effect, or another doubt; inactive = no such curve, though single readings can be large; an effect the other way counts as inactive or inconclusive. This is a subset. The share of hits here may be higher or lower than overall.

Order of results – A350 fluor	Caspase-7 inhib	Casp1 inh	Rhodamine autofl	Fluorescein fluor	HEK293 cAMP ctrl	USP2a inhib	BRCT PPI green	BRCT PPI red	Texas Red fluor	4MU fluor
(1) CS(=O)(=O)N1CCCC(C(=O)NCCCN2CCc3ccccc3C2)C1 (stereo unspecified)
    i	0.3%	1.2%	i	i	1.1%	-3.3%	3.0%	0.7%	i	i
(2) COc1cc(C2C(C(=O)c3sc(C)nc3C)=C(O)C(=O)N2CCN(C)C)cc(OC)c1OC (stereo unspecified)
    i	x	x	i	i	x	x	x	x	i	i
(3) CNCCc1ccccn1
    i	0.7%	-3.2%	i	i	-4.9%	19.9%	-1.5%	0.3%	i	i
(4) O=C(O)[C@@H]1CCCN1Cc1c[nH]c2ccccc12
    i	0.5%[11.5 µM]	1.8%[11.5 µM]	i	u	5.1%[11.4 µM]	x	-0.7%[15.4 µM]	0.8%[15.4 µM]	i	i
(5) CCc1nnc(NC(=O)CCC(=O)Nc2ccccc2)s1
    i	-1.1%	-1.3%	i	i	5.1%	-3.7%	1.0%	0.4%	i	i
(6) Cc1cc(NC(=O)c2ccc3c(c2)C(=O)N(Cc2cccnc2)C3=O)no1
    i	0.1%	0.9%	i	i	2.9%	1.0%	-0.1%	1.1%	i	i
(7) O=C(CCN1C(=O)c2ccccc2C1=O)NC1=NCCS1
    i	0.6%	-0.2%	i	i	u	-3.0%	-0.9%	-0.3%	i	i
(8) CCOC(=O)C1CCN(CC(O)COc2ccc(C(C)(C)C)cc2)CC1 (stereo unspecified)
    i	0.8%	0.0%	i	i	17.4%	15.0%	0.9%	0.6%	u	i
(9) CCCCCOC(=O)C1[C@H]2C(=O)N(c3ccccc3CC)C[C@]23C=C[C@H]1O3 (stereo partly specified)
    i	0.5%	-1.2%	i	i	7.0%	5.8%	0.7%	0.6%	i	i
(10) Cc1ccc2nc(NC(=O)COC(=O)c3ccco3)sc2c1
    i	-2.3%	0.6%	i	i	13.5%	4.0%	-0.6%	-1.6%	i	i
(11) CCCCC#CC1C=CC(Oc2cc(OC)c(OC)c(OC)c2)C(CO)O1 (stereo unspecified)
    x	-1.1%[11.5 µM]	-4.1%[11.5 µM]	x	x	2.8%[11.4 µM]	x	-0.7%[15.4 µM]	0.7%[15.4 µM]	x	x
(12) Cc1nnc(C)n1/N=C/c1cccn1C
    i	x	x	i	i	x	x	x	x	i	i
(13) O=C(CN1CCCCCC1)NCCc1ccc(F)cc1
    i	0.8%	2.1%	i	i	u	3.4%	-1.2%	-0.6%	i	i
(14) COc1ccc(-n2c(=O)c(-c3cccc(Cl)c3)nc3cncnc32)cc1
    i	-6.3%	-3.5%	i	i	7.9%	77.3%[activator]	5.1%	0.8%	u	i
(15) Cc1cc(NCc2ccccc2)nc(-c2ccccc2O)n1
    x	-24.8%	u	x	x	24.0%	x	0.2%	-2.2%	x	x
(16) CCCS(=O)(=O)N1CCCC(C(=O)N2CCN(c3ccccc3)CC2)C1 (stereo unspecified)
    i	1.3%	1.2%	i	i	3.5%	7.1%	-1.4%	0.0%	i	i
(17) Cc1cc(=O)[nH]c(SCc2cccc(Br)c2)n1
    i	-1.6%	-1.6%	i	u	21.0%	30.4%[activator]	12.9%	-0.9%	u	i
(18) COC(=O)c1ccc(COc2ccc(C3C4=C(CCCC4=O)Nc4onc(C)c43)cc2)cc1 (stereo unspecified)
    5.21e-08M*	-4.5%	-9.6%	i	i	-14.2%	23.2%	-0.2%	1.2%	i	5.67e-08M*
(19) O=C(c1ccco1)N1CCN(c2ncccn2)CC1
    x	-3.0%	-0.6%	x	x	-2.2%	x	-0.3%	0.3%	x	x
(20) Cc1cccnc1NC(=O)C(C)Oc1ccccc1 (stereo unspecified)
    i	1.0%	3.0%	i	i	3.0%	-11.7%	-1.0%	-0.7%	i	i
(21) CCN(CC(=O)Nc1ccc(S(N)(=O)=O)cc1)S(=O)(=O)c1cc(C)ccc1OC
    i	3.2%	0.3%	i	u	8.7%	21.7%	-3.6%	-2.1%	u	i
(22) COc1c(F)c(F)c(C(=O)Nc2ccc(NC(=O)c3ccco3)cc2)c(F)c1F
    i	-2.8%	-0.2%	i	i	-8.2%	9.7%	-0.6%	-0.2%	i	i
(23) CCSc1ccc2c(c1)N(CCCN1CCN(C)CC1)c1ccccc1S2
    i	0.9%[25.7 µM]	-1.9%[25.7 µM]	i	u	-1.2%[25.6 µM]	14.8%[17.1 µM]	-2.7%[34.4 µM]	-1.5%[34.4 µM]	i	i
(24) CC(C)NC(=O)CCS(=O)(=O)c1ccc(Br)s1
    i	-0.5%	1.7%	i	i	10.9%	-9.6%	-2.6%	-0.2%	i	i
(25) Cc1ccc(-n2nnnc2SC(C)C(=O)Nc2ccc(Cl)cn2)cc1 (stereo unspecified)
    i	-2.5%	1.4%	i	u	u	8.2%	-2.0%	-0.9%	i	i
(26) N#CC1=C(N)OC2=C(C(=O)CCC2)C1c1ccccc1 (stereo unspecified)
    x	-0.9%	-1.1%	x	x	2.7%[11.4 µM]	-3.1%[7.66 µM]	-1.5%	2.2%	x	x
(27) N[C@@H](Cc1c[nH]c2ccc([N+](=O)[O-])cc12)C(=O)O
    i	0.8%[11.5 µM]	2.2%[11.5 µM]	i	i	9.5%[11.4 µM]	x	0.0%[15.4 µM]	0.9%[15.4 µM]	i	i
(28) CC(CN1CCN(C)CC1)OC(=O)c1ccc(Cl)cc1 (stereo unspecified)
    i	5.7%	1.0%	i	u	u	-5.5%	-3.5%	-0.2%	u	i
(29) CC(=O)c1c(O)cc(O)cc1O
    x	-2.9%	-1.6%	x	x	x	-17.5%	-4.4%	0.2%	x	x
(30) COc1cc(N2CCOCC2)ncn1
    i	-2.4%	0.3%	i	i	2.0%	-6.2%	-1.4%	1.2%	i	i
(31) CC(C)CC(N)C(=O)NC(C)C(=O)O (stereo unspecified)
    x	-0.9%	1.4%	x	x	x	-7.2%	-2.7%	0.6%	x	x
(32) O=C(O)CSc1nnc(CNc2ccccc2Cl)n1-c1ccccc1
    i	-0.8%	-1.2%	i	i	u	-8.7%	-0.8%	-1.7%	i	i
(33) Cc1c(S(=O)(=O)O)oc2c1C(=O)C(=O)c1c-2ccc2c1CCCC2(C)C
    x	0.0%	1.5%	x	x	x	28.5%	31.6µM*	-21.6%	x	x
(34) N#CC1=C2SCN(Cc3ccco3)CN2C(=O)CC1c1c(F)cccc1Cl (stereo unspecified)
    x	-17.0%	u	x	x	-1.5%	x	-0.8%	0.1%	x	x
(35) COc1ccc(C(=O)N2CCCC(c3nc(-c4ccc(OC)c(OC)c4)no3)C2)c(OC)c1 (stereo unspecified)
    i	0.8%	-0.6%	i	i	8.7%	83.0%[activator]	3.8%	-1.9%	i	i
(36) C[n+]1cccc(C(=O)[O-])c1
    x	2.1%	-0.7%	x	x	x	30.3%[activator]	-0.8%	1.2%	x	x
(37) CC1=C(C(=O)OCc2ccc3c(c2)OCO3)C(c2ccc(F)cc2)NC(=O)N1 (stereo unspecified)
    i	-0.7%	-4.4%	i	i	u	8.2%	3.2%	-0.3%	i	i
(38) O=C1CCCC=C1[C@H](CCc1ccccc1)OC(=O)c1ccc(Br)cc1
    x	-1.1%[11.5 µM]	-0.1%[11.5 µM]	x	x	13.8%[11.4 µM]	x	-1.5%[15.4 µM]	0.2%[15.4 µM]	x	x
(39) COc1ccccc1NC(=O)c1ccccc1-c1nc(-c2ccccc2OC)no1
    i	-2.1%	-1.3%	i	i	25.1µM*	26.9%	-0.4%	-0.8%	i	i
(40) COC(=O)c1ccc(COc2ccc(-c3nn[nH]n3)cc2)cc1
    i	-1.0%	1.5%	i	i	-7.2%	7.1%	-1.2%	-0.2%	i	i
(41) FC(F)(F)c1cnc2c(c1)Nc1ccccc1S2
    u	-8.6%	-11.7%	i	u	-12.8%	-7.2%	0.2%	-0.2%	i	u
(42) CC(C)=CCC/C(C)=C/CO/N=C1/C[C@@H](O)[C@@H](O)[C@@H]2[C@@H]3C(=O)N(c4cccc(Oc5ccccc5)c4)C(=O)[C@H]3CC[C@@H]12
    x	-1.3%[11.5 µM]	-5.4%[11.5 µM]	x	x	-0.7%[11.4 µM]	x	-1.6%[15.4 µM]	1.5%[15.4 µM]	x	x
(43) Cn1ncc2c(NCc3ccccc3)ncnc21
    i	0.3%	-1.5%	i	i	-1.1%	-0.3%	-2.6%	0.1%	i	i
(44) O=C(NCC(c1cccnc1)N1CCN(c2ccc(F)cc2)CC1)c1ccc2c(c1)OCO2 (stereo unspecified)
    i	-2.4%	-2.3%	i	i	19.5%	21.9%	0.6%	0.5%	i	i
(45) CC(C)OCCCNC(=O)CCN1C(=O)COc2ccccc21
    u	-0.2%	-0.6%	i	i	0.1%	-5.1%	-2.9%	1.4%	i	u
